procasp7 counter – activates human procaspase-7, counter-screen for procaspase-3 activators; recombinant procaspase-7, Ac-DEVD-pNA absorbance 405 nm; D23A/D198A/D206A triple mutant, cannot self-cleave; scale: DMSO 0, 5 µM enzyme 100; activation, % at 8.5 µM; P55210; 330,000 compounds, 0.093% hits;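 active = percent activation above the screen-wide mean plus 3 SD, cut at about 25% in these data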
Target sequence (P55210 whole entry D23A/D198A/D206A): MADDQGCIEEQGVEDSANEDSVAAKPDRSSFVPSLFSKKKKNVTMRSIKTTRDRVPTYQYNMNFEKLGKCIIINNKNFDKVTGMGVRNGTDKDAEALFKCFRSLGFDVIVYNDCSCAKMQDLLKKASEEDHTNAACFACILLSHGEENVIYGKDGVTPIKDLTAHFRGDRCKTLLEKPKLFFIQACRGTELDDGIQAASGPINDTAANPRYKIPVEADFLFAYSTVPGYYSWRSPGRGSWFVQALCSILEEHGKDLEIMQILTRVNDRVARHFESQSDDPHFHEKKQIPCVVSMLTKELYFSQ
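System: Procaspase-7 triple mutant (PC-7 D3A); measure: % activation from two-timepoint absorbance difference, scaled to controls; times: 1 h compound preincubation, 2 h substrate cleavage, 25 °C; also added: Ac-DEVD-pNA substrate, 400 µM as added; measured by: Epi-absorbance of released pNA at 405 nm, two timepoints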
GASC-1 inh – blocks human GASC-1 demethylase activity. Q9H3R0. GST-JMJD2C(1-420) H3K9me3 demethylation, DELFIA europium. inhibition, % at 2.35 µM. 330,000 compounds, 0.069% hits;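 active = more than half of a compound's replicate wells show inhibition beyond 50%, single wells judged on their own value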;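 note: signal counts dimethyl H3K9 product captured on neutravidin plate; 0% = median of DMSO wells and 100% = 0.3 times that DMSO median; strong numbers were not always called active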
proCasp3 act – procaspase-3 (human) activation. activation, % at 8.5 µM. 330,000 compounds, 0.11% hits. P42574. recombinant procaspase-3 D3A, Ac-DEVD-pNA absorbance 405 nm;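 active = activation above the mean of all tested compounds plus 3 SD, cut at about 21% in these data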;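 note: 0% = DMSO alone and 100% = DMSO wells spiked with extra 5 µM PC-3 D3A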
Target sequence (P42574 whole entry D9A/D28A/D175A): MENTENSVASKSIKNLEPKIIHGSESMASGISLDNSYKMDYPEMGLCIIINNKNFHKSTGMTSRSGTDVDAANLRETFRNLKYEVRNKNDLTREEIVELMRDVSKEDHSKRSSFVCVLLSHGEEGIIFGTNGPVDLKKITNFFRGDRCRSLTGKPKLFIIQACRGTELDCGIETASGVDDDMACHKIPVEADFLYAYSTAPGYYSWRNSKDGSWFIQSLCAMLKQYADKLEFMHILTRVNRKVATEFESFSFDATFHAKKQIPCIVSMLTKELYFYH
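Evaluation: percent activation relative to control range; Material: Procaspase-3 D3A mutant, all three cleavage aspartates alanine; Compound: single dose, 8.5 µM nominal compound, 0.8% DMSO; Replication: one well per compound; Signal: absorbance at 405 nm, 0 and 120 min; Schedule: 1 h preincubation plus 2 h reaction at 25 °C.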
Fh CTSL1 inh – counter-screen for PFM18AAP inhibitors: inhibitors of F. hepatica cathepsin L1; AID 1906; recombinant F. hepatica cathepsin L1, Z-Leu-Arg-MCA fluorescence; inhibition, % at 5.96 µM; 300,000 compounds, 0.49% hits;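 active = inhibition above the mean of all tested compounds plus 3 SD, set per screening campaign, cut at about 17% in these data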;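 note: 0% = plate median of test compound wells and 100% = 1 µM Z-Phe-Ala-diazomethylketone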
HCV core dimer – blocks dimerization of HCV core protein | AID 1899 | TR-FRET GST/Flag-core106 dimerization, 1536-well | 300,000 compounds, 0.33% hits | inhibition, % at 5 µM;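 active = inhibition above the mean of all tested compounds plus 3 SD, set per screening campaign, cut at about 45% in these data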
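System: GST-tagged and Flag-tagged HCV core protein residues 1-106 / Input: core106 proteins, GST 13.5 nM and Flag 17 nM / Buffer or medium: KF-containing HEPES buffer, pH 7.45, DTT, CHAPS, BSA / Probe or stimulus: Eu-anti-GST and XL665-anti-Flag labelled anti-tag antibodies / Schedule: 4 h, 22.5 °C incubation / Technique: TR-FRET 671 and 617 nm emission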
PP1 counter – PP1-alpha (human) inhibition in PP5 counter-screen. P62136. purified PP1alpha, OMFP fluorescence. inhibition, % at 6.7 µM. 320,000 compounds, 0.9% hits. AID 2235;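 active = inhibition above the mean inhibition of all tested compounds plus 3 SD, computed separately for each screening campaign, cut at about 15% in these data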
Target sequence (P62136 whole entry, looked up): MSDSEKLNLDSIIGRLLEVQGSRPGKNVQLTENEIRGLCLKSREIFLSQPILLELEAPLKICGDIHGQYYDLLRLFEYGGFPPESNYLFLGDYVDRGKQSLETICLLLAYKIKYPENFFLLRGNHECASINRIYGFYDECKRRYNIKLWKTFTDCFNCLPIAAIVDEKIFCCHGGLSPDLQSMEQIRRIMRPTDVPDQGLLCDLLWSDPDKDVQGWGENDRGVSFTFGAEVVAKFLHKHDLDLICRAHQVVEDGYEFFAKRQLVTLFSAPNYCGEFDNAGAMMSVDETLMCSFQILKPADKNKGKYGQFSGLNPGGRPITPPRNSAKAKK
Efflux pump inh – inhibitors of Candida antifungal efflux pumps expressed in yeast | AID 485275 | S. cerevisiae Candida pump triplex, Nile Red efflux | inhibition, % at 10 µM | 330,000 compounds, 0.44% hits;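 active = plate passing quality check with inhibition over a set limit, or well fluorescence over plate mean plus 4 SD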;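 note: Nile Red retained in pooled yeast measured as flow cytometry median fluorescence; 0% = buffer negative control and 100% = Enniatin B positive control; higher means more Nile Red kept so more efflux inhibition; some compounds called inactive have numbers as strong as hits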
TPT1 inhibitor – C. albicans TPT1 enzyme inhibition; inhibition, % at 5 µM; 300,000 compounds, 0.81% hits; AID 1962; recombinant caTPT1, FP RNA substrate dephosphorylation;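 active = inhibition above the mean of all tested compounds plus 3 SD, set per screening campaign, cut at about 24% in these data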;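 note: plate controls were DMSO alone for no effect and ferristatin control at 100 nM for full effect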
PP5 primary – inhibitors of human protein phosphatase 5 (PP5); P53041; purified PP5c, OMFP substrate fluorescence; inhibition, % at 6.7 µM; 320,000 compounds, 0.18% hits;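 active = inhibition above the campaign's mean inhibition across all tested compounds plus 3 SD, cut at about 9.5% in these data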;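 note: 0% = DMSO only and 100% = 100 µM cantharidin control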
* marks the source's active call; other numbers are inactive results; nt = not tested or not shown.

The line under a structure holds: PP1 counter | Fh CTSL1 inh | procasp7 counter | PP5 primary | TPT1 inhibitor | proCasp3 act | Efflux pump inh | HCV core dimer | GASC-1 inh
> O=C(C1CC1)N1CCc2cc(S(=O)(=O)N(CCO)Cc3ccccc3)ccc21
    1.7 | -1.8 | 0.3 | -0.4 | 0.3 | -5.5 | 0.3 | 8.6 | -0.8
> CCOC(=O)N1CCN(CC(O)COCc2cc(OC)c(OC)c(OC)c2)CC1 (stereo unspecified)
    1.4 | -2.6 | -1.4 | 0.8 | -2.2 | -0.3 | -0.3 | -4.5 | 4.4
> COc1cc2ncnc(NCc3cc(F)ccc3F)c2cc1OC
    -2.3 | -2.8 | -2.2 | -0.6 | -0.3 | 6.2 | 0.1 | 1.9 | -20.7
> CC1CCCC(C)N1CCNC(=O)C1CCN(S(=O)(=O)N2CCCCC2)CC1 (stereo unspecified)
    -1.8 | -0.8 | 16.7 | 0.0 | -3.7 | -6.7 | 0.0 | -2.1 | 1.3
> NS(=O)(=O)c1ccc(NN=C2CCN(Cc3ccccc3)CC2)c([N+](=O)[O-])c1
    -2.5 | -0.5 | -9.5 | 0.2 | -4.1 | -1.4 | 0.0 | 17.5 | 4.0
> CC(C)N1C(=S)SC(C)(C)C1n1oc(=O)n(-c2ccc(Cl)c(Cl)c2)c1=O (stereo unspecified)
    -4.1 | -1.4 | 2.2 | -1.7 | 1.5 | -4.5 | 0.0 | -0.1 | -4.7
> O=C(CCn1c(=O)[nH]c2ccccc2c1=O)Nc1ccccc1
    -3.2 | 1.9 | 3.5 | 0.2 | 1.6 | 0.9 | 0.2 | -4.0 | -9.6
> Cn1cnnc1SCC(=O)Nc1cc(C(F)(F)F)ccc1N1CCOCC1
    -2.3 | 0.6 | -6.8 | 0.5 | -4.7 | 4.5 | 0.0 | -3.8 | 61.5
> CC(C)C(OC(=O)CN1C(=O)COc2ccccc21)C(=O)NC1CCCCC1 (stereo unspecified)
    -2.1 | -0.7 | -0.2 | 3.0 | -0.3 | 2.7 | -0.1 | 4.4 | 8.3
> C/C(=C\c1ccccc1)C(=O)NC1CCSC1=O (stereo unspecified)
    -1.9 | 13.7 | -8.5 | 3.8 | 1.2 | -11.8 | 0.1 | 2.5 | 8.6
> O=C(COc1ccc2ccccc2c1)NCCn1ccc2ccccc21
    -4.1 | -0.8 | 3.3 | 1.9 | 0.2 | -1.0 | 0.1 | 3.2 | 4.8
> CC(C)CC(=O)N1CCC(N(CCc2ccccc2)Cc2ccccc2)CC1
    1.0 | 8.4 | 1.1 | 1.2 | -3.3 | 12.8 | 0.0 | -3.4 | -10.6
> O=C(CSc1nccn1-c1ccc(F)cc1)Nc1ccc2c(c1)OCO2
    -1.8 | 0.6 | 8.0 | 2.5 | -1.1 | 4.2 | 0.0 | 10.9 | -0.9
> NC(=S)NC(c1ccccc1)c1ccncc1 (stereo unspecified)
    -5.0 | 0.6 | -8.0 | 0.3 | -4.4 | -7.7 | 0.0 | -1.2 | 1.6
> COC(=O)c1ccccc1NC(=O)NCc1ccncc1
    -0.9 | 3.3 | 1.1 | 3.5 | -5.0 | -0.8 | 0.0 | -5.7 | 3.1
> CC(C)COC(=O)C1C2C=CC3(CN(C4CCCC4)C(=O)C13)O2 (stereo unspecified)
    -2.8 | 1.9 | 14.1 | 0.1 | -1.6 | 2.8 | 0.0 | 2.4 | 3.5
> COc1cc(NS(=O)(=O)c2ccc(NC(=O)COc3ccc(C)cc3C)cc2)nc(OC)n1
    1.6 | -0.2 | 6.6 | 0.5 | -2.0 | 2.3 | -0.3 | 14.8 | -9.8
> O=C(C1CCOCC1)N1CCCC(N2CCN(c3cccc(Cl)c3)CC2)C1 (stereo unspecified)
    4.1 | 6.5 | 6.9 | -0.6 | -0.7 | -5.6 | 0.0 | -0.7 | 1.2
> CCN(CC)CCOC(=O)C1c2ccccc2Oc2ccccc21
    1.4 | 2.7 | 4.5 | -0.9 | -1.9 | -1.4 | 0.0 | -2.6 | -2.3
> CC1CCC(NC(=O)COC(=O)c2n[nH]c(=O)c3ccccc23)CC1 (stereo unspecified)
    -2.2 | -6.8 | 4.0 | 1.8 | 0.6 | -13.4 | 0.1 | 0.8 | -6.8
> O=C(N/N=C/c1c(O)n(Cc2ccco2)c(=O)[nH]c1=O)c1ccccc1
    -3.7 | 4.8 | 1.7 | 0.6 | 11.9 | 7.0 | 0.1 | -1.9 | 41.9
> COc1ccc(OCCn2c(=O)sc3ccccc32)cc1
    -2.7 | 3.0 | 2.9 | 2.0 | -1.4 | 3.9 | 0.0 | 5.3 | -0.1
> Cc1ccc(-c2nn3nnnc3c3ccccc23)cc1
    -0.6 | -0.5 | -5.2 | 3.0 | -1.9 | -9.5 | 0.2 | 3.0 | -6.7
> O=C1CC(NCC2CCCO2)C(=O)N1c1ccc(Cl)cc1 (stereo unspecified)
    -1.0 | -1.9 | 7.7 | -5.5 | -0.2 | -3.8 | 0.1 | -8.1 | -1.1
> COc1ccc(N2CCOCC2)c(NC(=O)COc2cccc(C)c2)c1
    -1.0 | 1.1 | 3.6 | 1.0 | -2.8 | 2.2 | -0.2 | -2.6 | -1.8
> Cc1cc(C)nc(CC(N)=O)n1
    -4.7 | -3.0 | 10.1 | -0.6 | -4.0 | 9.8 | 0.1 | 0.5 | 6.4
> CCC(c1c(C)[nH]oc1=O)c1c(C)[nH]oc1=O
    -1.1 | -0.6 | 1.0 | 1.4 | 1.7 | 1.5 | -0.2 | -2.0 | 0.3
> CN(CC(=O)Nc1cccc(Cl)c1)C1=NS(=O)(=O)c2ccccc21
    nt | nt | 5.9 | nt | nt | 5.4 | 0.2 | nt | 3.9
> COc1cc(C(=O)N=C2SC3CS(=O)(=O)CC3N2c2ccccc2)cc(OC)c1OC (stereo unspecified)
    -2.6 | -1.9 | -0.7 | -3.3 | -1.5 | 15.0 | 0.0 | 1.3 | 58.4
> COCCCNC(=O)/C(C#N)=C/c1cccc(NC(=O)c2ccccc2Cl)c1
    -3.2 | -2.6 | -13.0 | 1.3 | -1.4 | 1.0 | 0.8 | 6.5 | 5.0

Single records (already shown):
CC(C)CC(=O)N1CCC(N(CCc2ccccc2)Cc2ccccc2)CC1 is listed with PP1 counter: 1.0; Fh CTSL1 inh: 8.4; procasp7 counter: 1.1; PP5 primary: 1.2; TPT1 inhibitor: -3.3; proCasp3 act: 12.8; Efflux pump inh: 0.0; HCV core dimer: -3.4; GASC-1 inh: -10.6
CN(CC(=O)Nc1cccc(Cl)c1)C1=NS(=O)(=O)c2ccccc21 is listed with PP1 counter: nt; Fh CTSL1 inh: nt; procasp7 counter: 5.9; PP5 primary: nt; TPT1 inhibitor: nt; proCasp3 act: 5.4; Efflux pump inh: 0.2; HCV core dimer: nt; GASC-1 inh: 3.9
COc1ccc(OCCn2c(=O)sc3ccccc32)cc1 is listed with PP1 counter: -2.7; Fh CTSL1 inh: 3.0; procasp7 counter: 2.9; PP5 primary: 2.0; TPT1 inhibitor: -1.4; proCasp3 act: 3.9; Efflux pump inh: 0.0; HCV core dimer: 5.3; GASC-1 inh: -0.1

Additional structures.
The line under a structure holds: PP1 counter | Fh CTSL1 inh | procasp7 counter | PP5 primary | TPT1 inhibitor | proCasp3 act | Efflux pump inh | HCV core dimer | GASC-1 inh
> O=C(NNC(=O)c1ccccc1O)c1ccc(S(=O)(=O)Nc2ccccc2)cc1
    -3.0 | 1.1 | 1.0 | -0.2 | 0.2 | 11.7 | 0.0 | 0.7 | -3.8
> COC(=O)Nc1c(C)nn(Cc2ccccc2C)c1C
    -2.4 | 0.8 | 7.8 | -4.2 | 2.7 | 10.2 | 0.0 | 1.5 | -3.3
> CCC(C)NC(=O)CSC1=Nc2ccccc2C2=NC(c3ccccc3)C(=O)N12 (stereo unspecified)
    -4.2 | -5.7 | 3.2 | 5.5 | 3.8 | -5.4 | 0.2 | -8.0 | -8.0
> COc1ccc(C(O)(CCc2ccccc2)CCN2CCCCC2)cc1 (stereo unspecified)
    -0.5 | 0.3 | -7.9 | -0.8 | 2.4 | -4.0 | 0.0 | -2.9 | -11.9
> Cc1cc(C)nc(NC(=O)c2c(F)c(F)c(F)c(C(=O)Nc3cc(C)cc(C)n3)c2F)c1
    -1.5 | -0.6 | 4.1 | -1.8 | 5.1 | 1.8 | -0.1 | 1.2 | -2.9
> O=C(O)CSc1nccn1-c1cccc(Cl)c1
    4.4 | -0.8 | 0.0 | 1.5 | -1.8 | -0.6 | 0.1 | -3.3 | -4.1
> OCCCNc1nc(-c2ccc(Br)cc2)nnc1-c1ccc(Cl)cc1
    3.1 | 3.5 | 1.9 | 2.2 | 4.1 | -0.7 | 0.1 | 4.7 | -10.7
> Cc1nn(C(C)C(=O)O)c(=O)c2c1sc1ccccc12 (stereo unspecified)
    -2.7 | -1.8 | 0.6 | 2.1 | -1.5 | -3.8 | 0.3 | 9.1 | 0.1
> COc1ccc(NC(=S)NC2CC3CCC(C2)N3Cc2ccco2)cc1 (stereo unspecified)
    -1.3 | 2.9 | -7.3 | -3.9 | -0.3 | 0.9 | 0.2 | 7.8 | 2.6
> Cc1c(NC(=O)Cn2cc([N+](=O)[O-])cn2)c(=O)n(-c2ccccc2)n1C
    -0.8 | 1.4 | 12.7 | -1.8 | 1.8 | -9.4 | 0.1 | -0.5 | -1.4
> Cc1[nH]c2ccccc2c1-c1nc(-c2ccc(Cl)cc2)nnc1-c1ccccc1
    -5.1 | -6.4 | -0.8 | -0.3 | -2.4 | -1.4 | 0.1 | 1.0 | 13.1
> O=C(Nc1ccc(C(=O)NCCCN2CCN(c3ccccc3)CC2)cc1)C1=CSCCO1
    -0.6 | -3.4 | 2.8 | 0.1 | -2.8 | 2.1 | 0.1 | -4.7 | 9.0
> S=C(Nc1ccc2nsnc2c1)NC1CCCCC1
    -4.2 | -3.9 | -4.3 | 3.3 | -6.8 | -7.4 | 0.0 | -97.6 | -5.0
> COc1ccc(S(=O)(=O)N2CCOC2CNC(=O)C(=O)NCc2ccncc2)cc1OC (stereo unspecified)
    -2.3 | -1.8 | -8.6 | -1.4 | -3.8 | 3.9 | -1.4 | -2.5 | 2.7

Reformatted comma-delimited: part of the list above.
Structure,PP1 counter,Fh CTSL1 inh,procasp7 counter,PP5 primary,TPT1 inhibitor,proCasp3 act,Efflux pump inh,HCV core dimer,GASC-1 inh
S=C(Nc1ccc2nsnc2c1)NC1CCCCC1,-4.2,-3.9,-4.3,3.3,-6.8,-7.4,0.0,-97.6,-5.0
COc1ccc(S(=O)(=O)N2CCOC2CNC(=O)C(=O)NCc2ccncc2)cc1OC (stereo unspecified),-2.3,-1.8,-8.6,-1.4,-3.8,3.9,-1.4,-2.5,2.7
